Assay outcomes deposited in PubChem BioAssay by National Center for Advancing Translational Sciences (NCATS).
FUS yeast rescue – FUS proteinopathy suppression in yeast. AID 1347120. 0.24% of 390,000 active. Potency, µM (series often up to 76.6 µM), inactives show at the top dose growth rescue (activation), usual class: activators. S. cerevisiae FUS-expressing, growth rescue, OD600, 24 h;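 further: plate controls were DMSO vehicle for no effect and reference control for full effect; nearly all actives have a fitted effect of over 55% in size; some results filed as inactive show a strong effect at the top dose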
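Absorbance at 600 nm, taken 24hr after compound addition, measured rescue of FUS-yeast growth at 30C. Induction used 2% galactose with seeding at OD 0.005. Controls: CP55940 from 92uM final, DMSO only.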
PTHR1 ag – activates the human parathyroid hormone receptor PTHR1 | Q03431 | HEK293 GP2 PTHR1 cells, GloSensor cAMP luminescence, 1 h | Potency, µM (highest dose often 115 µM), inactives show top-dose activation, hits mostly activators | 0.075% of 410,000 active; further: nearly all actives have a fitted effect of over 55% in size; some results filed as inactive show a strong effect at the top dose; inactives centre near -15; many of its hits are not listed in these tables
Target sequence (Q03431 whole entry, looked up): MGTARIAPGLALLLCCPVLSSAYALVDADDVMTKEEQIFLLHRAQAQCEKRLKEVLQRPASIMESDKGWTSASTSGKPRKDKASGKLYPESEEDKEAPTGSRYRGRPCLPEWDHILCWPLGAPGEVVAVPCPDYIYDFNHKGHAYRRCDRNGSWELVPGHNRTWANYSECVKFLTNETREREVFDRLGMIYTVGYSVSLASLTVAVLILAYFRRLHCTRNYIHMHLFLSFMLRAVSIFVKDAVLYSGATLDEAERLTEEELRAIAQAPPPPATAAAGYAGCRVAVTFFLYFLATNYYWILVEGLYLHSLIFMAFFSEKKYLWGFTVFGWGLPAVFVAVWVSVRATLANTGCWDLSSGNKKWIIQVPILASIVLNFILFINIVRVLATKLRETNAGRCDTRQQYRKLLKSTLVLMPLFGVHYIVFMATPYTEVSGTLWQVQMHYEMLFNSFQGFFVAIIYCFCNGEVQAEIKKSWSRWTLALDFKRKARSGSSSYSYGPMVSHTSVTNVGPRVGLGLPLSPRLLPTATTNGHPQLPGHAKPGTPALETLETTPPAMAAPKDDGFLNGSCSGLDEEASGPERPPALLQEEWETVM
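HEK-293-derived GP2 cells expressing PTHR1 and a GloSensor cAMP reporter, 3,000/well, plated overnight, given luciferin plus IBMX (each 0.5 mM as added) for 1 h at 37 °C, then compound for 1 h at 37 °C. Luminescence was read after 15 min at room temperature.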
EPAC2 ag – agonists of human EPAC2 (RAPGEF4); Q8WZA2; EPAC2 activation, biochemical qHTS; response scale: 100% = 6.5 mM cAMP response; Potency, µM (series often up to 154 µM), inactives show at the top dose activation, actives largely listed as activators; 0.079% of 360,000 active; further: nearly all actives have a fitted effect of over 50% in size
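qHTS, titration series. 100 nM EPAC2 / 250 nM Rap1B-BODIPY-GDP / 50 uM GDP; RT; ex 480/em 540 nm, 5-min reads to 30 min. Norm. to 6.5 mM cAMP = activation.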
TDP-43 yeast inh – inhibitors of TDP-43 toxicity in yeast; TDP-43 expressing yeast growth rescue, BacTiter-Glo, 24 h; Potency, µM (series often up to 46.1 µM), without a hit: top-dose growth rescue (activation), actives largely listed as activators; 1.8% of 410,000 active; AID 652104; further: % of control where 0% means no effect; nearly all actives have a fitted effect of over 50% in size
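Luminescence from BacTiter-Glo reports growth of TDP-43-expressing yeast after 24 hr at 30 deg C with compound. Cells were raffinose-pregrown to mid-log, then seeded in galactose medium at OD600=0.02.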
EPAC2 antag – blocks human EPAC2 exchange factor | 0.18% of 360,000 active | AID 720708 | EPAC2 GEF exchange of Rap1B-BODIPY-GDP, fluorescence | Potency, µM (doses to about 114 µM), without a hit: top-dose activity, negative = inhibition, usual class: inhibitors; further: on the % scale 0 is the no-effect control and ±100 the full control effect; nearly all actives have a fitted effect of over 45% in size; many of its hits are not listed in these tables
EPAC1 agonist – activates human EPAC1 exchange factor | O95398 | EPAC1 agonist qHTS, biochemical assay; response scale: 100% = response to 6.5 mM cAMP | Potency, µM (top dose mostly 154 µM), for inactives: top-dose activation, actives largely listed as activators | 0.073% of 360,000 active | AID 720707; further: nearly all actives have a fitted effect of over 60% in size
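Normalized to 6.5 mM cAMP, activity reflects EPAC1-catalysed release of BODIPY-GDP from Rap1B, followed kinetically over 30 min at 480 nm excitation, 540 nm emission. Reaction contained 100 nM EPAC1, 250 nM Rap1B-BODIPY-GDP, 50 uM GDP.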
aSyn rescue – alpha-synuclein toxicity inhibition in yeast; 0.14% of 370,000 active; Yeast expressing alpha-synuclein, growth rescue, BacTiter-Glo, 24 h; Potency, µM (top dose mostly 46.1 µM), without a hit: top-dose growth rescue (activation), usual class: activators; further: % of control where 0% means no effect; nearly all actives have a fitted effect of over 65% in size
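Rescue of yeast growth: cells expressing toxic alpha-synuclein, induced in galactose at OD600 0.02, incubated with compound 24 h at 30 C. ATP luminescence quantified growth; inhibitors of toxicity appear as activators.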
EPAC1 antagonist – antagonists of human EPAC1; O95398; EPAC1 GEF assay, Rap1b-BODIPY-GDP exchange fluorescence; Potency, µM (top dose mostly 115 µM), without a hit: at the top dose activity change, negative = inhibition, hits mostly inhibitors; 0.14% of 360,000 active; AID 720709;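 further: plate controls were vehicle for no effect and positive control for full effect; nearly all actives have a fitted effect of over 50% in size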
The depositor's hits bear a star; i = inactive; ? = inconclusive; nt = not tested or not shown; [ ] = remark or other dose. The call rests on the fitted dose curve; in most records, active means well fitted curve in the direction sought with a large enough effect; inconclusive means small, poorly fitted or top-dose-only effect, or another doubt; inactive means no such curve, though single readings can be large; an effect the other way counts as inactive or inconclusive. Potency means the concentration at half of the fitted maximal effect.

SMILES	FUS yeast rescue	PTHR1 ag	EPAC2 ag	TDP-43 yeast inh	EPAC2 antag	EPAC1 agonist	aSyn rescue	EPAC1 antagonist
O=C(NCCN1CCN(c2ccccc2)CC1)C1CCN(S(=O)(=O)N2CCOCC2)CC1	12.6%	-2.0%[57.5 µM]	6.0%	0.4%	-6.8%	8.1%	1.3%	5.6%
CC(C)(C)NC(=O)CN1CCN(C(=O)CCl)CC1	17.5%	i	5.4%	6.3%	0.3%	2.2%	-7.4%	2.6%
CC(=O)Nc1ccc(S(=O)(=O)N2CCSCC2)cc1	1.4%	i	11.3%	-5.1%	-1.5%	7.1%	-1.8%	9.7%
N#CCCN(C(=O)COC(=O)c1nc(Cl)ccc1Cl)c1ccccc1	-7.8%	i	1.9%	11.6%	0.1%	-24.8%	-3.7%	2.6%
Cc1cccc(C)c1OCC(=O)N1CCc2ccccc2C1	1.6%	-21.3%	9.8%	-8.5%	-18.4%	9.9%	?	4.0%
O=C(O)CCC(=O)Nc1ccc2c(c1)Cc1cc(NC(=O)CCC(=O)O)ccc1-2	3.3%	i	-4.6%	10.7%	-22.8%	0.1%	1.0%	-18.9%
N#Cc1cccn1-c1nccs1	-21.6%	i	-0.1%	18.2%	12.3%	10.1%	-12.9%	7.5%
Cc1nnsc1C(=O)N1CCN(c2ccc(C#N)cn2)CC1	-10.2%	i	11.7%	-14.1%	7.9%	5.0%	-3.1%	1.7%
O=C(NCc1cccnc1)c1cccc(S(=O)(=O)N2CCCC2)c1	-2.8%	-3.0%	11.2%	4.3%	0.9%	-2.6%	-5.4%	6.2%
COc1ccccc1C(=O)NC(=O)COC(=O)c1cccc(OC(F)F)c1	10.0%	-27.7%	-0.8%	24.7%	-8.5%	2.8%	2.2%	-3.7%
COc1cc(C(=O)Nc2cccc(-c3nnc(-c4ccco4)o3)c2)ccc1OC(C)=O	16.3%	-41.2%[inhibitor]	-0.8%	20.0%[9.22 µM]	-4.5%	7.9%	2.3%	-14.9%
Cc1cc(C)nc(SCC(=O)NN=Cc2ccc(C)o2)n1	7.3%	-2.7%	9.4%	-13.7%	2.7%	10.6%	-8.8%	-23.7%

By substructure: the entries above with a cyano group.
SMILES	FUS yeast rescue	PTHR1 ag	EPAC2 ag	TDP-43 yeast inh	EPAC2 antag	EPAC1 agonist	aSyn rescue	EPAC1 antagonist
N#CCCN(C(=O)COC(=O)c1nc(Cl)ccc1Cl)c1ccccc1	-7.8%	i	1.9%	11.6%	0.1%	-24.8%	-3.7%	2.6%
N#Cc1cccn1-c1nccs1	-21.6%	i	-0.1%	18.2%	12.3%	10.1%	-12.9%	7.5%
Cc1nnsc1C(=O)N1CCN(c2ccc(C#N)cn2)CC1	-10.2%	i	11.7%	-14.1%	7.9%	5.0%	-3.1%	1.7%

(list continues)
SMILES	FUS yeast rescue	PTHR1 ag	EPAC2 ag	TDP-43 yeast inh	EPAC2 antag	EPAC1 agonist	aSyn rescue	EPAC1 antagonist
COc1ccc(-c2c(C(F)(F)F)nn(C)c2NC(=O)CSCC(=O)O)cc1	-16.6%	-24.7%	8.6%	-14.6%	18.1%	6.9%	-2.8%	14.9%
CCN(CC)CCNC(=O)c1ccc2c(c1)NC(=O)c1ccccc1S2	-6.7%	i	11.4%	-5.5%	1.2%	4.4%	0.6%	-18.2%
CCn1cc(C(=O)NCC(OC)OC)c(=O)c2cc(S(=O)(=O)N3CCCC3)ccc21	1.5%	i	12.8%	-16.0%	-5.1%	6.1%	-1.5%	-3.7%
Cc1sc2ncnc(N3CCC(C(=O)Nc4sc5c(c4C(N)=O)CCC(C)C5)CC3)c2c1C (stereo not drawn)	-15.9%	-67.9%[inhibitor]	-4.6%	-0.9%	-1.0%	-13.5%	-4.2%	7.4%
COc1cc(C(=O)Nc2ccc(S(=O)(=O)NC(C)C)cc2)cc(OC)c1OC	21.2%	-8.4%[57.5 µM]	2.8%	-9.5%	-5.5%	4.8%	1.1%	-9.1%
CCN(C(=O)COC(=O)/C=C/c1ccco1)C1CCCCC1	nt	i	-7.1%	12.3%	13.5%	-4.2%	5.0%	9.7%
COc1ccc2sc(C)cc(=O)c2c1	-32.6%	i	6.5%	24.8%	0.4%	8.4%	12.3%	8.0%
Cc1cccc(CSCc2ccc(C(=O)NCCc3ccccc3)o2)c1	28.7%	-20.7%	nt	35.5µM*	nt	nt	21.4%	nt
Cc1cccc(CNC(=O)c2sc(=O)n(Cc3ccc(S(C)(=O)=O)cc3)c2C)c1	13.0%	-89.7%[inhibitor]	-4.6%	6.5%	-5.9%	-8.4%	-1.4%	?
CC(C)N(CCO)C(=O)CCc1nnc(CCCc2ccccc2)o1	8.6%	i	3.5%	-18.5%[0.397 µM]	6.1%	-8.5%	-0.5%	-7.4%
CCNC(=O)C(=O)Nc1ccc([N+](=O)[O-])cc1	2.4%	8.5%	5.9%	-0.1%	-22.8%	1.9%	2.5%	-25.7%
Cc1cccnc1NC(=S)NC(=O)c1cccs1	4.8%	-31.7%[inhibitor][57.5 µM]	15.2%	-18.0%	-6.9%	0.0%	1.6%	?
COC(=O)c1ccc(NC(=O)CN(C2CCCCC2)S(C)(=O)=O)cc1	17.2%	-25.8%	-0.6%	-7.1%	18.6%	-8.1%	4.3%	12.7%
Nc1cc(S(=O)(=O)N2CCCCC2)ccc1Oc1ccccc1	27.0%	-23.4%	18.6%	11.4%	-16.1%	12.5%	0.6%	-12.9%
CC(=O)c1c(COC(=O)c2ccc(C)cc2)nc2ccccc2[n+]1[O-]	0.7%	-66.5%[inhibitor]	-2.5%	0.0%	-0.7%	6.2%	2.7%	3.1%
COc1ccccc1NS(=O)(=O)c1cccc(C(=O)N/N=C/c2ccc(OCC(=O)O)cc2)c1	16.4%	i	8.1%	-9.0%[0.397 µM]	-3.9%	1.8%	-0.3%	13.8%
Cc1ccc(C(=O)Oc2ccc(Br)cc2C(=S)N2CCOCC2)cc1	5.8%	-51.1%[inhibitor]	19.1%	14.6%	-22.1%	2.3%	-11.9%	?
CC(CN1C(C)CCCC1C)OC(=O)c1cccc(Br)c1 (stereo not drawn)	13.1%	-4.3%	11.1%	-9.6%	-3.3%	6.8%	3.9%	6.4%
COc1ccc(C)cc1NC(=O)C1CC1c1ccccc1 (stereo not drawn)	-1.2%	-12.0%	19.8%	15.8µM*	-6.3%	9.8%	-29.4%	-17.1%
Cc1c(NS(C)(=O)=O)c(=O)n(-c2ccccc2)n1C	43.5%	17.0%	9.6%	-21.4%	-7.3%	6.0%	-5.5%	-2.2%
CCN(CC(O)Cn1c2ccccc2c2ccccc21)S(=O)(=O)c1ccc(F)cc1 (stereo not drawn)	31.0%	i	1.0%	9.1%	-13.9%	12.2%	?	-5.6%
COC(=O)c1c(N2C(=O)CC(Sc3ccccc3C(=O)O)C2=O)sc(C)c1C (stereo not drawn)	6.2%	i	9.5%	?	9.5%	-4.7%	24.6%	0.8%
CCc1cc(=O)[nH]c(SCc2cccnc2)n1	-25.0%	i	11.3%	9.7%	-9.5%	16.3%	-2.7%	-11.0%
Cc1cccc(OCC(=O)Nc2ccc(N3CCN(C(=O)c4ccccc4)CC3)cc2)c1	-15.1%	-27.1%	-7.0%	1.8%	-2.5%	-0.3%	12.3%	4.1%
CC(C)NC(=O)C1(C)CCN1C(=O)C1(c2ccccc2)CCCC1 (stereo not drawn)	14.8%	i	4.4%	26.6%	-11.5%	0.0%	2.2%	8.5%
CCc1ccc(NC(=O)COC(=O)C2(c3ccc(Cl)cc3)CCCC2)cc1	nt	-2.2%	12.9%	-12.6%	-2.0%	-1.9%	-1.8%	2.0%
COc1ccccc1/C=N/NC(=O)COCC(=O)N/N=C/c1ccccc1OC	28.8%	-24.5%	8.5%	-4.7%	4.5%	-4.1%	2.8%	-28.7%
COc1cc(NC(=O)CN2CCCCC2C)c(C)cc1[N+](=O)[O-] (stereo not drawn)	-2.8%	-49.0%[inhibitor]	2.6%	9.2%	9.2%	0.1%	-0.8%	8.1%
CC(=O)c1cn(CC(=O)Nc2ccccc2Cl)c2ccccc12	-16.9%	-44.0%[inhibitor]	4.1%	-7.2%	3.3%	3.5%	-0.9%	-11.4%
Cc1ccc2c(c1)c1c3n2CCN(CCC#N)C3CCC1 (stereo not drawn)	-5.0%	-32.9%[inhibitor]	4.3%	20.0%	-23.0%	-6.2%	-2.0%	5.4%
COC(=O)[C@]12CCCCC=C1N(Cc1ccc(Cl)cc1Cl)C(=O)[C@H](CC(=O)NCC1CCCCC1)C2	?	i	5.0%	21.0%	-0.1%	21.3%	?	-26.2%
CCOC(=O)c1c(C2CC2)csc1NC(C)=O	-31.8%	i	5.3%	?	?	4.0%	1.2%	-16.6%
C=CCn1c(SCC(=O)Nc2ncc(Cc3ccc(Br)cc3)s2)nnc1-c1ccncc1	2.8%	i	5.4%	-23.7%	10.6%	-4.1%	4.4%	11.7%
CC(OC(=O)Cc1ccsc1)C(=O)Nc1ccc(Cl)cn1 (stereo not drawn)	-23.8%	i	1.0%	-20.4%	1.1%	8.5%	1.1%	14.9%
CC(C)Sc1nc2sc3c(c2c2nnc(SCC(=O)NCc4ccco4)n12)CCCC3	-11.0%	i	0.7%	1.0%	3.9%	9.6%	16.4%	-6.9%
CCCn1c(N2CCN(CC(=O)c3c(C)n(C)c4ccc(OC)cc34)CC2)nc2c1c(=O)[nH]c(=O)n2C	22.6%	i	2.5%	?	8.3%	1.6%	-0.2%	3.8%
COc1ccccc1[C@@H]1C(c2cccc(C)c2)=NN(c2ccccc2)[C@H]1C(=O)N1CCOC1=O	34.1%	-1.8%	7.7%	4.7%	-5.9%	6.0%	0.3%	-7.9%
O=C(NCCCc1ccccc1)c1cc(COc2ccc(F)cc2Cl)on1	18.2%	-10.0%	-0.8%	?	-9.9%	7.4%	0.4%	-2.8%
Cc1ccc(C)c(OCCC(=O)NNC(=O)Cn2nc(C)cc2C)c1	9.7%	i	8.8%	-15.8%	18.6%	-0.8%	-2.0%	-0.8%
CCC1CCCCN1CCCNC(=O)c1cn(CC)c2ccc(S(=O)(=O)N3CCc4ccccc4C3)cc2c1=O (stereo not drawn)	27.1%	i	5.1%	-13.4%[0.397 µM]	-0.9%	-4.1%	-0.1%	-19.5%
Cc1cc(-n2c(C)cc(C(=O)CN3C(=O)NC4(CCCCC4)C3=O)c2C)no1	nt	-17.1%	16.6%	-35.1%[inhibitor]	12.0%	-2.7%	-0.4%	3.8%

This is a subset (hit frequency here may not be typical).
